Compound activity: PubChem, several laboratories
AddAB inh: less growth of phage-infected E. coli with AddAB. E. coli expressing H. pylori AddAB, absorbance growth. inhibition, % at 11.9 µM. 330,000 compounds, 0.29% hits; in the data active means inhibition above about 12%;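 further: 0% = vehicle wells of infected cells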
PfHsp90 set2: inhibits growth of yeast expressing Plasmodium falciparum Hsp90; S. cerevisiae expressing PfHsp90, BacTiter-Glo ATP, 48 h; yeast lacking PDR1 and PDR3 efflux regulators; inhibition, % at 9.4 µM; 310,000 compounds, 0.32% hits; AID 504621;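 active means every replicate shows inhibition above about 80%, whatever the replicate mean, limit read from the data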;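 further: 0% = DMSO neutral controls and 100% = 20 µM radicicol positive controls; yeast relying on Plasmodium falciparum Hsp90 in place of its own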
PKA-R1A activ: PKA-R1A complex activation; PKA-R1A dissociation, Cy5-IP20 fluorescence polarization; scaled: DMSO 0%, 113 µM cGMP 100%; activation, % at 11.4 µM; 340,000 compounds, 0.083% hits; AID 504707;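 active means percent activation above the mean of all tested compounds plus 3 SD, cut at about 19% in these data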;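 further: higher means more PKAc released from R1A so a rise in polarization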
Pemphigus Ab inh: blocks pemphigus antibody binding to human desmoglein-3; DSG3-coupled beads, scFv-anti-DSG3-GFP binding, flow cytometry; stronger effect = lower value; binding (percent of control), % at 10 µM; 310,000 compounds, 0.48% hits; AID 588358;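 active means binding more than 3 SD below its plate's average and above zero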; further: some compounds called inactive have numbers as strong as hits
phage Ecoli inh: E. coli growth loss with phage present. 360,000 compounds, 0.26% hits. growth absorbance. inhibition, % at 11.9 µM. AID 651602; in the data active means inhibition above about 11%
HTR5A ag ctr: activates human HTR5A in OPRM1-OPRD1 agonist counter-screen. P47898. HTR5A agonist assay, luminescence, cell-based. activation, % at 9.3 µM. 340,000 compounds, 0.61% hits. AID 504692; in the data active means activation mostly above about 9.5%, no sharp cut-off; inactive means mostly below about 7.6%;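 further: 0% = cells with vehicle only and 100% = reference agonist; strong numbers were not always called active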
Target sequence (P47898 whole entry, looked up): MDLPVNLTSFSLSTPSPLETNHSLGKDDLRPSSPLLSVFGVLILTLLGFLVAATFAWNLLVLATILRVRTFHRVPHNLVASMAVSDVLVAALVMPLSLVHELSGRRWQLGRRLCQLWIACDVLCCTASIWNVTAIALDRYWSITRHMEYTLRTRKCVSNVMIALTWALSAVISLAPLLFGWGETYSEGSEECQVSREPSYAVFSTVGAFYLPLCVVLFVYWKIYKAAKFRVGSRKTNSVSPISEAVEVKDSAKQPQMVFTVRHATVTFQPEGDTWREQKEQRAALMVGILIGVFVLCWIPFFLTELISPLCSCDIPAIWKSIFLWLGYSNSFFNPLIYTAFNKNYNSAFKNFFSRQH
Mot1-301 SUMO: SUMOylation pathway inhibition by Mot1-301 growth rescue. S. cerevisiae Mot1-301 growth rescue, ATP luminescence, 38.5C; percent above DMSO median, 100 means doubled. growth rescue, % at 18.8 µM. 320,000 compounds, 1% hits. AID 2716;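 active means every valid replicate shows activation above 250% relative to neutral control wells; inactive means the rest, any valid replicate at or below 250%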;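 further: OY570 slx delta 5 strain wells were the positive control but not used for scaling; some compounds called inactive have numbers as strong as hits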
HTR5A inv ag: counter-screen for OPRM1-OPRD1 inverse agonists: human HTR5A inverse agonism; 340,000 compounds, 0.083% hits; HTR5A cell line, luminescence; inhibition, % at 9.3 µM; in the data active means inhibition mostly above about 23%, no sharp cut-off; inactive means mostly below about 18%;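 further: 0% = cells with DMSO and 100% = no-cell wells with DMSO; some compounds called inactive have numbers as strong as hits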
OPRM1-OPRD1 inv: mu-delta opioid heterodimer inverse agonism. inhibition, % at 9.3 µM. cell-based MOR-DOR heterodimer luminescence. 340,000 compounds, 0.21% hits; in the data active means inhibition above about 22%, passing the limit was not always enough;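 further: 0% = cells with DMSO and 100% = wells without cells with DMSO; values of inactives mirror those of a sister screen read the other way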
MOR-DOR ag: OPRM1-OPRD1 heterodimerization agonism | cells, luminescence | activation, % at 9.3 µM | 340,000 compounds, 0.3% hits | AID 504326; in the data active means activation above about 18%;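 further: 0% = vehicle-treated cells and 100% = reference agonist; values of inactives mirror those of a sister screen read the other way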
Ecoli viability: bacterial growth inhibition, counter-screen for AddAB inhibitors; E. coli V3065 growth, OD600 absorbance, 18 h; inhibition, % at 11.9 µM; 330,000 compounds, 0.27% hits;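 active means inhibition above the campaign's mean inhibition across all tested compounds plus 3 SD, cut at about 9.9% in these data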;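 further: uninfected addAB+ strain grown without phage in ampicillin broth; 0% = DMSO wells and 100% = ciprofloxacin 0.95 µg/ml wells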
* = called active by the depositor; i = inactive; x = not tested or not shown.

SMILES	AddAB inh	PfHsp90 set2	PKA-R1A activ	Pemphigus Ab inh	phage Ecoli inh	HTR5A ag ctr	Mot1-301 SUMO	HTR5A inv ag	OPRM1-OPRD1 inv	MOR-DOR ag	Ecoli viability
O=C(NC1C2CC3CC(C2)CC1C3)c1ccc2c(c1)OCO2 (configuration not stated)	2.9	0	6	127	-2.9	-7	-24	22	4	-0.9	-1.2
O=C(COc1ccc(Cl)cc1Cl)N1CCN(C(=O)c2ccco2)CC1	3.2	-12	2	x	2.2	-1	6	3	-3	0.4	-1.5
C=CCSc1nc2[nH]ncc2c(=O)[nH]1	3.3	-4	-1	97	2.8	-1	6	1	14	-2.8	0.1
COc1ccc(N2CCN(C(=O)CCc3ccccc3OC)CC2)cc1	-0.2	-7	6	103	0.5	0	2	-1	14	-2.9	0.7
O=C(c1ccccc1)N1CCC2(CC1)NCCc1[nH]cnc12	3.9	1	-3	105	0.9	-4	7	-17	14	-2.9	1.6
CN(C)/C=N/S(=O)(=O)c1ccc(Cl)cc1	2.4	15	-5	97	6.6	-3	-7	7	13	-2.5	0.8
O=C(NCCN1CCN(S(=O)(=O)c2ccccc2)CC1)C(=O)Nc1ccc(F)cc1	2.1	23	-2	x	-0.4	-4	31	10	15	-2.4	1.6
O=C(CSc1nnc(Cc2ccccc2)o1)N1CCc2ccccc21	0.8	3	11	x	3.1	4	-16	22	-14	3.2	-2.5
CC(=O)N1CCOc2ccc(S(=O)(=O)NCCc3ccccc3)cc21	3.1	6	-2	112	0.2	1	13	-5	8	-1.5	-0.9
O=C(N/N=C/c1ccc(OC(=O)c2cccs2)cc1)c1ccc(F)cc1	-1.6	0	-6	99	3.4	6	i	-18	-10	2.3	-0.2
CC(C)(C)NCC(O)c1cc(O)cc(O)c1 (configuration not stated)	-2.2	14	0	45*	3.0	0	94	0	3	-0.5	-2.3
Cc1nnc(Nc2ccc(C(=O)O)cc2)[nH]c1=O	0.7	-12	2	105	3.0	-1	10	4	2	-0.4	-0.4
CC1CCN(CCCNC(=O)c2cc3c(=O)n(C)c4ccccc4c3n2C)CC1	6.7	-28	2	108	3.6	-3	-8	8	5	-1.0	1.5
Cc1ccc(S(=O)(=O)N2CCC(NC(=O)c3cccc(F)c3)CC2)cc1	2.4	4	-9	111	2.5	4	-7	-21	-12	2.1	-0.8
O=C(COC(=O)CCc1ccc(S(=O)(=O)N2CCOCC2)cc1)NC1CCCC1	2.1	-7	-4	100	3.0	8	114	-33	-2	0.4	-0.5
Cc1ccc2c(c1)C(c1ccccc1)N(C(=O)CC(C)C)CC(=O)N2 (configuration not stated)	-0.1	23	5	116	1.4	-3	480	10	10	-2.2	2.7
CCN(CCCNC(=O)C1CCN(S(=O)(=O)CC)CC1)c1ccccc1	3.5	-9	-5	105	4.2	8	-8	-15	1	-0.2	0.7
CCC1CN(C(=O)NCc2ccc(C)cc2)c2cc(C)ccc2O1 (configuration not stated)	x	-6	-8	93	0.2	1	-3	-4	-8	1.7	x
Cc1c(NC(=O)Cn2cc([N+](=O)[O-])cn2)c(=O)n(-c2ccccc2)n1C	5.8	x	8	110	1.1	1	-26	-1	7	-1.4	-0.5
Cc1cc(C)cc(NC(=O)CN(c2ccc(F)cc2)S(C)(=O)=O)c1	2.7	5	3	95	3.9	-2	-17	4	8	-1.4	0.3
Cc1noc(C)c1CSCC(=O)Nc1nc2ccc(Oc3ccccc3)cc2s1	2.6	x	-15	x	3.6	2	-10	-5	-6	1.2	2.3
Cc1nn(Cc2ccc(Cl)cc2Cl)c(Cl)c1/C=C/C(=O)OCC(=O)NCC(F)(F)F	-2.4	3	-1	104	2.7	2	17	-2	-23	4.0	-1.9
COc1cccc(C(=O)Nc2ccc(NC(=O)c3ccco3)nc2)c1	2.8	14	-10	100	2.5	-3	x	12	7	-1.3	-0.2
NC1=C(Cl)C(=O)c2ccccc2C1=O	x	-31	-2	x	7.8	2	x	-7	-33	6.8	x
CCN(CC)S(=O)(=O)c1ccc(OC(C)C)c(N)c1	3.8	3	8	102	0.1	-1	-6	4	11	-2.1	0.2
Cc1n[nH]c(C)c1S(=O)(=O)N1CCCC(C(=O)NCc2cccs2)C1 (configuration not stated)	-1.6	4	-5	99	0.5	0	-28	-18	1	-0.1	-0.1
CCc1c(C)nc2ncnn2c1N1CCCC(C(=O)NCCc2ccc(OC)cc2)C1 (configuration not stated)	1.3	-5	-7	97	-0.6	11	6	13	6	-1.2	-0.8
COC(=O)COc1ccc(-c2nccc(-c3ccccn3)n2)cc1	-2.4	20	-5	95	2.9	-1	-14	3	13	-2.3	-1.8
O=C(CSc1nccc(=O)[nH]1)c1cc2ccccc2o1	2.4	1	-2	92	3.1	-1	586*	8	10	-2.0	-0.8
C/C(=N/NC(=O)CNC(=O)C1COc2ccccc2O1)c1ccc2c(c1)OCCO2 (configuration not stated)	1.9	-3	x	98	4.6	x	-2	x	x	x	1.3
CC(C)C(O)(c1ccccc1)C(CN1CCOCC1)c1ccccc1 (configuration not stated)	x	-15	0	90	0.5	-5	-10	20	-25	4.3	x
COc1ccc(C)cc1Nc1n[n+](-c2ccccc2)c(-c2c(OC)ccc3ccccc23)s1	1.0	-7	-4	109	3.0	1	6	-2	-9	1.7	0.2
CN(Cc1nc(Cc2ccccc2F)no1)CC1(N2CCOCC2)CCCCC1	4.3	10	3	115	2.5	4	190	-12	-31	6.2	-1.6
Cc1ccc(C(C)C)c(OCC(=O)Nc2cccc(S(=O)(=O)NC3=NCCCCC3)c2)c1	2.5	-14	-9	39	-0.6	5	33	1	-4	0.8	-0.9
CCOc1ccc(Nc2nc3cc(S(=O)(=O)N(CC)CC)ccc3o2)cc1	-1.0	-41	-4	100	x	6	-5	-17	-41	7.6	0.6
CCOC(=O)c1[nH]c2c(c1C)C(=O)CC(c1ccc(N(C)C)cc1)C2 (configuration not stated)	5.2	-11	-8	117	2.9	-2	11	6	2	-0.5	4.8
COc1ccc(CC2(C)OC(c3ccc(C)cc3)=NN2C(C)=O)cc1 (configuration not stated)	2.7	2	-6	99	-0.2	1	-20	-1	-3	0.6	-0.3
CSc1ccccc1OCc1cc(C(=O)N[C@H]2CCCCNC2=O)no1	-1.7	-14	9	93	1.9	0	14	0	7	-1.4	0.9
O=C(CC1Oc2ccccc2NC1=O)NC1CCCC1 (configuration not stated)	0.8	8	7	109	2.1	3	-13	-10	13	-2.6	-1.3
C=CCNC(=S)N/N=C/c1ccc(OCc2ccccc2)cc1	0.7	-38	2	96	2.3	3	114	-7	-10	1.9	0.1
O=C(CSc1ccccn1)N1CCN(c2ccc(Cl)cc2)CC1	1.0	x	6	110	4.3	-5	6	12	3	-0.7	-1.8
CSc1nc(-c2ccccc2)nn1C(=O)c1ccccc1	3.9	3	7	91	2.2	5	1	-24	5	-0.9	-1.9
C/C=C\C=C\C(=O)N1CC2(CC(c3cccc(NC(=O)/C(C)=C\C)c3)=NO2)C[C@H]1C(N)=O (some centres not stated)	0.9	2	-9	100	1.7	7	-19	-24	10	-1.8	-0.3
Cc1nonc1C(=O)N/N=C/c1ccccc1	0.5	13	-11	114	2.0	1	-1	-3	17	-3.4	-0.2
CC(=O)c1ccc(NC(=O)CN2CCCC2)cc1	4.2	4	-9	108	4.6	3	-6	19	19	-3.4	0.3
O=C(NC(=O)N1CCN(c2ccccc2)CC1)c1ccc(Cl)cc1	2.3	x	-9	x	2.4	-2	13	5	9	-1.8	-1.8
Cc1c(C)c2c(C)[nH]nc2oc1=O	3.8	-6	-2	102	1.8	-3	-6	-6	4	-0.7	0.1
CN(C)c1ccc(-c2nc3n(n2)C(c2cccnc2)C2=C(CC(C)(C)CC2=O)N3)cc1 (configuration not stated)	4.1	1	-3	100	-0.3	-3	-16	12	11	-2.1	0.4
Cc1cc(C)c(S(=O)(=O)c2ccccc2C)c(OCC(C)(C)C)n1	3.3	-6	-2	102	0.9	0	-16	-2	-9	1.9	-3.5
CCn1c(CNC(=O)c2cc(OC)c(OC)c(OC)c2)cc2ccccc21	3.5	7	-2	105	1.2	4	-15	-16	-14	3.0	1.6

New compounds follow:
SMILES	AddAB inh	PfHsp90 set2	PKA-R1A activ	Pemphigus Ab inh	phage Ecoli inh	HTR5A ag ctr	Mot1-301 SUMO	HTR5A inv ag	OPRM1-OPRD1 inv	MOR-DOR ag	Ecoli viability
O=C(NCC1CCCO1)c1cc(S(=O)(=O)N2CCCCC2)ccc1Cl (configuration not stated)	-0.1	x	-1	105	1.6	-2	4	2	5	-1.3	-0.2
CC(NC(=O)C1CCCN1S(=O)(=O)c1cccc2nsnc12)c1ccccc1 (configuration not stated)	3.4	-18	2	97	x	0	20	0	7	-1.4	-0.8
O=C(O/N=C(\c1ccccc1)c1ccncc1)c1ccccc1Cl	-0.5	10	5	101	4.3	0	21	0	-12	2.4	-1.8
C=CC[C@H](CC(=O)N(CCO)Cc1ccccc1)C(=O)N[C@H](C)COC(=O)[C@@H](CC=C)CC(=O)OC(C)(C)C	-0.2	-11	-9	99	4.0	-3	-3	7	-12	2.2	-1.1
COc1ccc(Cl)cc1NCC(=O)Nc1ccc(OC)c(S(=O)(=O)N2CCCCC2)c1	0.9	-2	-12	102	1.1	-8	3	20	-3	0.8	0.0
CC(=O)N1CCN(C(=O)CCNS(=O)(=O)c2ccccc2)CC1	2.1	19	8	99	-1.1	-3	-8	2	6	-1.5	2.5
Cc1ccc(S(=O)(=O)N(C)c2c(C)ccc(S(=O)(=O)N3CCN(C)CC3)c2C)cc1	1.8	-5	1	92	1.4	6	11	18	-3	0.5	2.5
O=c1[nH]cc(CN2CCOCC2)c(=O)[nH]1	x	9	0	92	1.8	1	x	-4	17	-3.4	x
Cc1onc(-c2c(F)cccc2Cl)c1C(=O)OCC(=O)NCc1ccco1	-2.1	15	-23	104	-6.6	-1	-10	-5	5	-0.9	1.2
Nc1nnnn1/N=C/c1ccc(F)cc1	5.3	4	0	104	1.5	2	10	-6	-9	1.9	4.1
Cc1cccc(-c2nc3ccccc3c(=O)n2NC(=O)c2ccc([N+](=O)[O-])c(C)c2)c1	1.1	-51	-1	103	1.1	-4	9	10	16	-3.3	-0.6
COC(=O)c1c(NC(=O)CC2NCCNC2=O)sc2c1CCCC2 (configuration not stated)	0.7	28	9	109	3.1	0	109	4	12	-2.5	-0.4
COC(=O)c1ccc(NC(=O)CNC(=O)c2sc3ccccc3c2Cl)cc1	2.2	7	13	x	-1.2	0	13	-1	15	-3.8	1.8
Cc1ccc(S(=O)(=O)NCC(=O)OCC(=O)Nc2cccc(S(=O)(=O)NC3=NCCCCC3)c2)cc1	-1.3	x	0	115	2.7	-4	-4	12	7	-1.4	-1.3

Some of the entries above in another layout:
Each structure is followed by: AddAB inh | PfHsp90 set2 | PKA-R1A activ | Pemphigus Ab inh | phage Ecoli inh | HTR5A ag ctr | Mot1-301 SUMO | HTR5A inv ag | OPRM1-OPRD1 inv | MOR-DOR ag | Ecoli viability
Cc1cccc(-c2nc3ccccc3c(=O)n2NC(=O)c2ccc([N+](=O)[O-])c(C)c2)c1
→ 1.1 | -51 | -1 | 103 | 1.1 | -4 | 9 | 10 | 16 | -3.3 | -0.6
Cc1ccc(S(=O)(=O)NCC(=O)OCC(=O)Nc2cccc(S(=O)(=O)NC3=NCCCCC3)c2)cc1
→ -1.3 | x | 0 | 115 | 2.7 | -4 | -4 | 12 | 7 | -1.4 | -1.3
